L929 necroptosis – inhibitors of zVAD-triggered necroptosis, primary screen, L929 cells. AID 1377, 2008. L929 zVAD necroptosis rescue, ATP luminescence, 24 h; with zVAD 60 µM. viability rescue, % at 10 µM. hit rate 0.38% among 220,000;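 active means activation, scaled between plate controls, above about 75%, limit read from the data; inactive means activation under that limit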;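 further: 0% = zVAD with DMSO and 100% = DMSO alone without zVAD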
TNF necrop inh – inhibitors of TNF-alpha triggered necroptosis, primary screen, cell-based, Jurkat FADD-/-, single concentration. Jurkat FADD-/- TNF necroptosis rescue, ATP luminescence, 24 h; 0 = TNF only, 100 = no-TNF cells. hit rate 0.068% among 220,000. activation (protection from cell death), % at 10 µM;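 active means activation, meaning protection from cell death, of at least 50% relative to plate controls; inactive means activation below 50%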;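 further: necroptosis triggered by 40 ng/mL TNF-alpha added together with compound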
RBBP9 inh – human RBBP9 inhibitors, primary screen, biochemical, fluorescence polarization, FP-Rh probe, HTS; inhibition, % at 7.94 µM; hit rate 0.2% among 220,000; AID 1515, 2009; recombinant RBBP9;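 active means inhibition above the campaign mean of all tested compounds plus 3 SD, cut at about 14% in these data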;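 further: plate controls were DMSO wells with RBBP9 for no effect and wells lacking RBBP9 protein for full effect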
Target sequence (O75884 whole entry, looked up): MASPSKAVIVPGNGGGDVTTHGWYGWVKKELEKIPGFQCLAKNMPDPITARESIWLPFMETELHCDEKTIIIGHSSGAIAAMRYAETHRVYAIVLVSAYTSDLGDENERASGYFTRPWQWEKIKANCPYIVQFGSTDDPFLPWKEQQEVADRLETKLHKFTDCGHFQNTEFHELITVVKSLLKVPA
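Material: RBBP9 protein. Amount: RBBP9 at 2.5 µM in dispensed solution, before mixing. Schedule: 30 min then 45 min, 25 °C. Medium: Tris buffer pH 8.0, NaCl, Pluronic. Measured by: fluorescence polarization. Measure: percent inhibition from mP, scaled between DMSO and no-protein wells. Replication: one well per compound.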
EP2 antag – human EP2 receptor antagonists, primary screen, TR-FRET cAMP, C6 glioma cells; Prostaglandin E2 receptor EP2 subtype (Homo sapiens), P43116; C6 glioma cells expressing human EP2; cells stimulated with saturating PGE2; inhibition, % at 25 µM; hit rate 0.52% among 260,000; AID 1422, 2008;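 active means percent inhibition above 40 after rounding to a whole number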;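 further: rat C6 glioma host cells with rolipram phosphodiesterase inhibitor present; the protocol text gives 20 µM as final concentration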
Target sequence (P43116 whole entry, looked up): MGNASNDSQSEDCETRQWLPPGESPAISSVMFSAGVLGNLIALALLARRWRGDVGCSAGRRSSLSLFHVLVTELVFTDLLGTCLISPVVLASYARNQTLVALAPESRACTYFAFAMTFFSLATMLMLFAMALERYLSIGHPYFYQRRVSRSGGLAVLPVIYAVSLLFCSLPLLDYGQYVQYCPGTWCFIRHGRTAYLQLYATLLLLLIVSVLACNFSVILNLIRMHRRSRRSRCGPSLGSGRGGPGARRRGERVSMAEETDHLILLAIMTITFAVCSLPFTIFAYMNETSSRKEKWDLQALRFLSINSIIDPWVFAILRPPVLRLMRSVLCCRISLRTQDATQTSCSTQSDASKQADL
Runt-SMMHC FRET – inhibitors of RUNX1 Runt–CBFb-SMMHC binding, primary screen, biochemical, FRET, Cerulean-Runt, Venus-CBFb-SMMHC, uHTS | Cerulean-Runt/Venus-CBFb-SMMHC FRET ratio 530/480, 1 h | Runt-related transcription factor 1 (Homo sapiens) + Core-binding factor subunit beta … | inhibition, % at 20 µM | AID 1434, 2008 | hit rate 0.74% among 220,000;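 active means mean inhibition across duplicate retests at 20 µM reaching about 50%, limit read from the data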;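 further: 0% = DMSO wells and 100% = wells with excess untagged CBFb-SMMHC; inhibitors lower the FRET ratio by blocking Runt binding to CBFb-SMMHC; some results filed as inactive read as strong as hits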
Hck-Nef inh – inhibitors of Nef-activated human Hck kinase, primary screen, biochemical, Z-Lyte FRET, 384-well, Hck-YEEI; Recombinant Hck-YEEI plus Nef, Z-Lyte FRET kinase assay; inhibition, % at 20 µM; hit rate 0.68% among 220,000; AID 463187, 2010;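 active means Hck-Nef kinase inhibition above about 50%, limit read from the data; inactive means inhibition below that limit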;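 further: 0% = DMSO with Hck plus Nef and 100% = Hck alone without Nef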
Target sequence (P08631 whole entry, looked up): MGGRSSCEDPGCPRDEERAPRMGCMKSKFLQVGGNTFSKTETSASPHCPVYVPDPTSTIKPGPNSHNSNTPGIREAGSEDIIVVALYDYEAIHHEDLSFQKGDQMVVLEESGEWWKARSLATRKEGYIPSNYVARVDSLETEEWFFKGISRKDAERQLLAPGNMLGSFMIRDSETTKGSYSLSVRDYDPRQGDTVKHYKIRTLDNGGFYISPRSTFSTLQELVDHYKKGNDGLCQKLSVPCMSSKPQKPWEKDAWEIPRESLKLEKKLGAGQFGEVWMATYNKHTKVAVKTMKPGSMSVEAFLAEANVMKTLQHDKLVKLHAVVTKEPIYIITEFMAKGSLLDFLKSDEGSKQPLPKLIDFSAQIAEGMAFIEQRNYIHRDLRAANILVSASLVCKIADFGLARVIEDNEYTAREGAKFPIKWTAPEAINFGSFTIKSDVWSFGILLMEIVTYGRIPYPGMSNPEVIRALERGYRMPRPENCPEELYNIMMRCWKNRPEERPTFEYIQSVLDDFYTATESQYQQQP
EP2 mod – EP2 receptor modulators, cAMP readout, primary screen, cell-based, HTRF cAMP, PGE2 stimulation. induction, % at 25 µM. hit rate 0.83% among 260,000. EP2-expressing cells, cAMP HTRF FRET, PGE2 co-stimulation. Prostaglandin E2 receptor EP2 subtype (Homo sapiens), P43116;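 active means compounds whose cAMP rise, as percent of the full-agonist control response, exceeds 60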;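 further: rat C6 glioma line stably carrying human EP2 under a CMV promoter; the protocol text gives 20 µM as final concentration; 100% = response of wells given 1 µM PGE2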
Runt-CBFb FRET – inhibitors of RUNX1 Runt–CBFb binding, primary screen, biochemical, FRET, Cerulean-Runt, Venus-CBFb, uHTS | inhibition, % at 20 µM | Cerulean-Runt/Venus-CBFb FRET ratio 530/480, 1 h | Runt-related transcription factor 1 (Homo sapiens) + Core-binding factor subunit beta … | hit rate 0.46% among 220,000;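 active means inhibition over about 50% at 20 µM in the single-dose screen, limit read from the data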;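 further: 0% = DMSO wells and 100% = excess unlabeled CBFb competitor control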
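Reagent – Venus-CBFb binding partner, 100 nM · Assay system – Cerulean-tagged RUNX1 Runt domain (FRET donor) fusion protein · Input – 100 nM per protein · Incubation – two 1 h room-temperature incubations shielded from light · Measured by – FRET fluorescence · Medium – Tris buffer pH 7.5 with salts and BSA · Benchmarks – unlabeled CBFb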
PERK inh – block of dimerizer-induced PERK translation repression, primary screen, PERK inhibitor project, CHO PERK-DD cells, SEAP luminescence, HTS. Eukaryotic translation initiation factor 2-alpha kinase 3 (Homo sapiens), Q9NZJ5. CHO PERK-DD fusion, SEAP luminescence translation reporter. inhibition, % at 5.6 µM. hit rate 0.17% among 220,000. AID 1416, 2008;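 active means inhibition above the mean inhibition of all tested compounds plus 3 SD, set separately per screening campaign, cut at about 2.9% in these data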;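 further: PERK kinase domain activated by AP20187 dimerizer at 100 nM; 0% = DMSO with dimerizer and 100% = rapamycin at 8.4 µM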
* = called active by the depositor; & = joins results of further samples.

`CC12CCC(c3c(C(=O)O)nn(-c4ccccc4)c31)C2(C)C` (stereo not given) gave L929 necroptosis -0.3, TNF necrop inh -1.6, RBBP9 inh 4, EP2 antag 6, Runt-SMMHC FRET 0, Hck-Nef inh -4, EP2 mod 19, Runt-CBFb FRET -1 and PERK inh 0.3.
CCN(CCCn1c(=S)[nH]c2ccc(N3CCOCC3)cc2c1=O)c1ccccc1 was read as L929 necroptosis 0.5, TNF necrop inh -0.2, RBBP9 inh -8, EP2 antag 2, Runt-SMMHC FRET 5, Hck-Nef inh -22, EP2 mod 33, Runt-CBFb FRET -2 and PERK inh -0.7.
Screening NC(=S)N/N=C1\CC(c2ccc3c(c2)OCCO3)Oc2ccc(F)cc21 (stereo not given) returned L929 necroptosis 0.3, TNF necrop inh -13, RBBP9 inh -12, EP2 antag 8, Runt-SMMHC FRET 0, Hck-Nef inh 11, EP2 mod 33, Runt-CBFb FRET 3 and PERK inh -1.3.
`COc1ccc(NC(=O)c2cccc(Oc3ccc([N+](=O)[O-])cc3Cl)c2)cc1` gave TNF necrop inh -11, RBBP9 inh -1, EP2 antag 9, Runt-SMMHC FRET 5, Hck-Nef inh 4, EP2 mod -37, Runt-CBFb FRET 4 and PERK inh -1.0.
`CC(C)C(CO)NC(=O)CC(=O)NC(CO)C(C)C` (stereo not given) gave L929 necroptosis 0.5, TNF necrop inh -0.3, RBBP9 inh -8, EP2 antag 4, Runt-SMMHC FRET -2, Hck-Nef inh 0, EP2 mod 20, Runt-CBFb FRET 2 and PERK inh 0.5.
For CC(C)CCn1c(=O)c2ccccc2n2c(CN3C(=O)NC4(CCC(C)CC4)C3=O)nnc12 (stereo not given) the results were L929 necroptosis 0.3, TNF necrop inh -6.6, RBBP9 inh -4, EP2 antag 12, Runt-SMMHC FRET -2, Hck-Nef inh -1, EP2 mod 24, Runt-CBFb FRET -6 and PERK inh -1.1.
CCCCNC(=O)COC(=O)c1ccc(SC)cc1OC was read as L929 necroptosis 2.8, TNF necrop inh 0.0, RBBP9 inh -7, EP2 antag 9, Runt-SMMHC FRET 1, Hck-Nef inh 24, EP2 mod 10, Runt-CBFb FRET -1 and PERK inh 1.1.
CCSc1nc(C)cc(Oc2ccc(=O)n(C)n2)n1 was read as L929 necroptosis -0.4, TNF necrop inh 0.0, RBBP9 inh -1, EP2 antag 5, Runt-SMMHC FRET 0, Hck-Nef inh -2, EP2 mod 32, Runt-CBFb FRET 0 and PERK inh -0.5.
`CCOC(=O)c1ccc(NC(=O)C(=O)NCC2(c3ccc(OC)cc3)CCOCC2)cc1` gave L929 necroptosis 1.4, TNF necrop inh 0.2, RBBP9 inh 2, EP2 antag 7, Runt-SMMHC FRET -15, Hck-Nef inh 2, EP2 mod 1, Runt-CBFb FRET -7 and PERK inh -1.4.
For CCNc1nc(NCC)nc(OCCNS(=O)(=O)c2cc(C)ccc2C)n1 the results were L929 necroptosis 0.1, TNF necrop inh 0.1, RBBP9 inh -7, EP2 antag 8, Runt-SMMHC FRET 3, Hck-Nef inh 1, EP2 mod 2, Runt-CBFb FRET -1 and PERK inh -0.6.

Next section (four carried over from the part before).
CCCCNC(=O)COC(=O)c1ccc(SC)cc1OC was read as L929 necroptosis 2.8, TNF necrop inh 0.0, RBBP9 inh -7, EP2 antag 9, Runt-SMMHC FRET 1, Hck-Nef inh 24, EP2 mod 10, Runt-CBFb FRET -1 and PERK inh 1.1.
CCSc1nc(C)cc(Oc2ccc(=O)n(C)n2)n1 was read as L929 necroptosis -0.4, TNF necrop inh 0.0, RBBP9 inh -1, EP2 antag 5, Runt-SMMHC FRET 0, Hck-Nef inh -2, EP2 mod 32, Runt-CBFb FRET 0 and PERK inh -0.5.
`CCOC(=O)c1ccc(NC(=O)C(=O)NCC2(c3ccc(OC)cc3)CCOCC2)cc1` gave L929 necroptosis 1.4, TNF necrop inh 0.2, RBBP9 inh 2, EP2 antag 7, Runt-SMMHC FRET -15, Hck-Nef inh 2, EP2 mod 1, Runt-CBFb FRET -7 and PERK inh -1.4.
For CCNc1nc(NCC)nc(OCCNS(=O)(=O)c2cc(C)ccc2C)n1 the results were L929 necroptosis 0.1, TNF necrop inh 0.1, RBBP9 inh -7, EP2 antag 8, Runt-SMMHC FRET 3, Hck-Nef inh 1, EP2 mod 2, Runt-CBFb FRET -1 and PERK inh -0.6.
Screening CC(C)=C(NC(=O)c1ccccc1)C(=O)Nc1cccc(C(=O)O)c1 returned L929 necroptosis 8.2, TNF necrop inh 0.6, RBBP9 inh 1, EP2 antag 11, Runt-SMMHC FRET 0, Hck-Nef inh 20, EP2 mod 20, Runt-CBFb FRET 1 and PERK inh 0.7.
`COc1ccc(OCC(=O)NNC(=O)c2cc3ccccc3o2)cc1` gave L929 necroptosis -0.4, TNF necrop inh 0.7, RBBP9 inh -4, EP2 antag 3, Runt-SMMHC FRET 0, Hck-Nef inh 1, EP2 mod -11, Runt-CBFb FRET -3 and PERK inh 0.5.
`CCn1c(SCC(=O)N2CCCC(C)C2)nnc1-c1ccc(S(=O)(=O)N2CCN(C)CC2)cc1` (stereo not given) gave L929 necroptosis -0.2, TNF necrop inh 0.0, RBBP9 inh -5, EP2 antag 5, Runt-SMMHC FRET -10, Hck-Nef inh -1, EP2 mod 18, Runt-CBFb FRET 1 and PERK inh -1.4.
CCOC(=O)Cc1cc(-c2ccc(F)cc2)nc2ccc3ccccc3c12 was read as L929 necroptosis 0.8, TNF necrop inh 1.0, RBBP9 inh 3, EP2 antag 7, Runt-SMMHC FRET -2, Hck-Nef inh 5, EP2 mod 25, Runt-CBFb FRET -2 and PERK inh 2.0.
`COc1ccccc1NC(=O)CSc1nc2sc(C)c(C)c2c(=O)n1Cc1ccco1` gave L929 necroptosis 3.2, TNF necrop inh 1.9, RBBP9 inh -9, EP2 antag 2, Runt-SMMHC FRET 17, Hck-Nef inh 9, EP2 mod 27, Runt-CBFb FRET 31 and PERK inh -0.5.
`COC(=O)CCC(=O)Nc1sc2c(c1C#N)CCCC2` gave L929 necroptosis 0.3, TNF necrop inh -4.8, RBBP9 inh -8, EP2 antag 8&16, Runt-SMMHC FRET 1, Hck-Nef inh -3, EP2 mod 2&-37, Runt-CBFb FRET -2 and PERK inh 1.0.
Screening COc1ccc(C(O)P(=O)(OCc2ccccc2)c2ccc(N(C)C)cc2)cc1 (stereo not given) returned L929 necroptosis 0.4, TNF necrop inh 0.9, RBBP9 inh -13, EP2 antag 6, Runt-SMMHC FRET 0, Hck-Nef inh 17, EP2 mod 30, Runt-CBFb FRET -3 and PERK inh -1.9.
`COc1ccc(COc2cc(-c3cccc(OC)c3)nc3ccc(N)cc23)cc1` gave L929 necroptosis -0.9, TNF necrop inh -17, RBBP9 inh -11, EP2 antag 10, Runt-SMMHC FRET -15, Hck-Nef inh -10, EP2 mod 24, Runt-CBFb FRET -5 and PERK inh 0.0.
Cc1ccn2cc(C(=O)NC3CCN(Cc4ccccc4)CC3)nc2c1 was read as L929 necroptosis -0.3, TNF necrop inh -6.6, RBBP9 inh -9, EP2 antag 11, Runt-SMMHC FRET 2, Hck-Nef inh 1, EP2 mod 8, Runt-CBFb FRET 3 and PERK inh -1.3.
`CCC(=O)c1c[nH]c(C(=O)NCc2cccnc2)c1` gave L929 necroptosis 0.2, TNF necrop inh -1.0, RBBP9 inh -1, EP2 antag 2, Runt-SMMHC FRET 3, Hck-Nef inh 2, EP2 mod 24, Runt-CBFb FRET 1 and PERK inh 1.6.
For CCc1c(O)c(-c2ccccc2)c(=O)n(-c2ccccn2)c1-c1ccccc1 the results were L929 necroptosis 1.3, TNF necrop inh 2.9, RBBP9 inh 1, EP2 antag 9, Runt-SMMHC FRET -6, Hck-Nef inh 7, EP2 mod 9, Runt-CBFb FRET -2 and PERK inh 2.3.
C/C(=N\NC(=O)c1ccc(CSc2nncn2C)cc1)c1cccs1 was read as L929 necroptosis 0.0, TNF necrop inh 0.1, RBBP9 inh 5, EP2 antag 5, Runt-SMMHC FRET -5, Hck-Nef inh -24, EP2 mod -19, Runt-CBFb FRET 0 and PERK inh 0.1.
For Cc1ccccc1OCC(=O)NN1CCN(C)CC1 the results were L929 necroptosis 0.5, TNF necrop inh 1.9, RBBP9 inh -3, EP2 antag 7, Runt-SMMHC FRET 2, Hck-Nef inh -1, EP2 mod 2, Runt-CBFb FRET 1 and PERK inh 0.7.
For CN(C)S(=O)(=O)N(CC(=O)N(Cc1ccccc1)Cc1ccccc1)c1ccccc1 the results were L929 necroptosis 0.1, TNF necrop inh 0.1, RBBP9 inh -2, EP2 antag 7, Runt-SMMHC FRET -3, Hck-Nef inh -2, EP2 mod 10, Runt-CBFb FRET 0 and PERK inh -1.9.
Screening O=C(NCc1ccco1)c1cnccn1 returned L929 necroptosis 0.0, TNF necrop inh -1.6, RBBP9 inh -5, EP2 antag 10, Runt-SMMHC FRET -9, Hck-Nef inh 3, EP2 mod 22, Runt-CBFb FRET -2 and PERK inh -0.4.
For O=C(Nc1ccccc1F)Nc1ccccc1Br the results were L929 necroptosis -0.7, TNF necrop inh -0.8, RBBP9 inh -5, EP2 antag 1, Runt-SMMHC FRET 1, Hck-Nef inh 25, EP2 mod -26, Runt-CBFb FRET -2 and PERK inh -0.4.
For CCn1c(-c2ccccc2Cl)nn(CC(=O)NCCc2ccccc2)c1=S the results were L929 necroptosis 0.2, TNF necrop inh 2.8, RBBP9 inh -1, EP2 antag 8, Runt-SMMHC FRET 1, Hck-Nef inh 4, EP2 mod -8, Runt-CBFb FRET -1 and PERK inh -0.4.
Cc1cc(C)cc(NC(=S)N2CCN(CCO)CC2)c1 was read as L929 necroptosis 0.5, TNF necrop inh 1.3, RBBP9 inh -6, EP2 antag 3, Runt-SMMHC FRET -4, Hck-Nef inh 5, EP2 mod -21, Runt-CBFb FRET -2 and PERK inh 0.4.

Assay outcomes as filed in PubChem BioAssay.

Only part of the results is shown, so the mix of outcomes need not match the whole.
